# CF NFkB block: inhibitors of PAF-induced NF-kB signaling, primary screen, cell-based, GFP fluorescence, uHTS; KKLEB NF-kB-GFP reporter, GFP fluorescence overnight; inhibition, % at 5 µM; actives 0.86% (n = 360,000);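 active = at least 50% inhibition at 5 µM, scaled per plate between neutral and stimulator controls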;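 also: PAF is a Pseudomonas aeruginosa culture filtrate used as stimulus; plate controls were PAF-stimulated DMSO wells for no effect and unstimulated DMSO wells for full effect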
# TWEAK Fn14 block: inhibitors of TWEAK-Fn14 signaling, primary screen, luciferase reporter cells, uHTS | inhibition, % at 10 µM | actives 2% (n = 360,000) | AID 1159606, 2016 | TWEAK-stimulated Fn14 reporter cells, luciferase luminescence, 8 h; in the data active = inhibition above about 50%
# Shn3 inh set2: reduction of Shn3 3'UTR firefly luciferase signal, primary screen, Schnurri-3 inhibitor project, cell-based, Clone20 osteoblasts, set 2; Clone20 osteoblast Shn3 3'UTR firefly luciferase, 24 h; inhibition, % at 12.5 µM; actives 0.52% (n = 360,000); AID 588674, 2011;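 active = mean inhibition of at least 75% with every replicate also reaching 75%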;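 also: 0% = median of neutral control wells and 100% = pilot-screen positive control compound; some compounds past the cut are filed as inactive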
# C8 TRAIL sens: viability loss with TRAIL in NB7+C8 cells, primary screen, TRAIL sensitizer project, cell-based, ATPlite luminescence; inhibition (viability loss, TRAIL sensitization), % at 10 µM; actives 1% (n = 360,000);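 active = compounds causing at least 50% loss of cell viability in the single-dose screen, relative to plate controls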
# NR2E3 ag-1: NR2E3 agonists in two-hybrid cells, primary screen, cell-based, luminescence, CHO-S, Gal4-NCOR/VP16-NR2E3; actives 0.35% (n = 360,000); luciferase; AID 602229, 2012; inhibition of corepressor binding, % at 3.98 µM;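 active = inhibition above the mean of all tested compounds plus 3 SD, cut at about 70% in these data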;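 also: 0% = DMSO with NR2E3 transfected cells and 100% = cells lacking NR2E3 construct; higher means lower luciferase signal from less NR2E3 corepressor binding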
# Target sequence (Q9Y5X4 whole entry, looked up, the tested form may be a part): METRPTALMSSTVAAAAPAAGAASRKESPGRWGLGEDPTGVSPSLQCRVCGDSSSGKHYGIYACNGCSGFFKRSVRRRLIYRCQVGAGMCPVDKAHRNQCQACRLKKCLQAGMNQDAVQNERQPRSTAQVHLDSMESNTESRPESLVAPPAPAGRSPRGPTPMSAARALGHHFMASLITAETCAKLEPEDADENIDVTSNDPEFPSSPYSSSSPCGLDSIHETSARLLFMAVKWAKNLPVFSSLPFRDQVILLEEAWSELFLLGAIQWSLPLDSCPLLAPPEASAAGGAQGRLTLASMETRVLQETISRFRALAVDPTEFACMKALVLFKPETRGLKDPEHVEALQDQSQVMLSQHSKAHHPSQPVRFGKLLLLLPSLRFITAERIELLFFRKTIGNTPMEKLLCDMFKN
# NR2E3 ag-2: inhibitors of NR2E3-RetCOR corepressor binding, primary screen, NR2E3 agonist project, biochemical, TR-FRET, GST-NR2E3, biotin-RetCOR; AID 2300, 2010; actives 0.12% (n = 320,000); 1536-well; inhibition of corepressor binding, % at 4.78 µM;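 active = percent inhibition above the cutoff of mean plus 3 SD of all tested compounds, set per screening campaign, cut at about 20% in these data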;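 also: 0% = DMSO wells and 100% = biotin wells as full block of FRET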
#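 Material: NR2E3–RetCOR corepressor complex | Quantity: 1.35 nM GST-tagged NR2E3 final | Schedule: 5 h at 4 °C | Replication: Singlicate compound wells | Reagent: RetCOR corepressor, biotinylated, 7 nM | Controls: Biotin wells as high control, 0.6% DMSO wells as low control | Signal: TR-FRET, Eu(K)-anti-GST donor, streptavidin-D2 acceptor, ex 340, em 617/671 nm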
# TRPM1 prom inh: inhibitors of MITF-dependent TRPM1 promoter reporter, primary screen, cell-based, SK-MEL-5, single point, luciferase; inhibition, % at 12.5 µM; actives 0.83% (n = 330,000); SK-MEL-5 TRPM1 promoter luciferase, 24 h;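 active = mean inhibition across replicates of 60% or more, whatever share of single replicates reaches that level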; also: values of inactives mirror those of a sister screen read the other way
# Peg3 promoter: Peg3 promoter-driven luciferase inhibitors, primary screen, cell-based, HeLa, luciferase luminescence. AID 588405, 2011. HeLa PEG-Prom luciferase reporter, overnight. inhibition, % at 20 µM. actives 1.7% (n = 360,000);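 active = inhibition of at least 50% at 20 µM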
# KKLEB cytotox: cytotoxicity in KKLEB CF airway cells, primary screen, cytotoxicity control for CF NF-kB inhibitor project, cell-based, uHTS, fluorescence assay plates. activity change (cytotoxicity), % at 5 µM. actives 0.36% (n = 360,000). AID 602141, 2011. KKLEB CF airway cells viability, ATPlite luminescence, overnight; stronger effect = lower value; cells stimulated with P. aeruginosa culture filtrate;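 active = corrected activity change at or below -50% at 5 µM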
# TROY NFkB inh: inhibitors of TROY-driven NF-kB signaling, primary screen, Q293 LMP1-TROYcd cells, NF-kB luciferase, uHTS. Q293 LMP1-TROYcd NF-kB luciferase reporter, 4 h. inhibition, % at 10 µM. actives 0.98% (n = 360,000). AID 1347056, 2019;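 active = compounds whose plate-normalised and pattern-corrected inhibition of the luciferase reporter signal at the single screening dose is 50% or more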
# HIF-2a inh: HIF-2a reporter inhibitors, primary screen, luminescence, 786-0 RCC cells; 786-0 RCC cells HIF-2a reporter, luciferase luminescence, overnight; inhibition, % at 18.8 µM; actives 0.72% (n = 360,000);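 active = inhibition of the luminescence signal of 40% or more relative to plate controls, in a single-dose primary screen at 18.75 µM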
# * marks the source's active call; other numbers are inactive results; . = no result given.
SMILES,CF NFkB block,TWEAK Fn14 block,Shn3 inh set2,C8 TRAIL sens,NR2E3 ag-1,NR2E3 ag-2,TRPM1 prom inh,Peg3 promoter,KKLEB cytotox,TROY NFkB inh,HIF-2a inh
CC(=O)N1c2ccccc2NC(=O)C1(C)C,-1,1,-15,-8,3,3,8,-2,-2,24,11
CCOC(=O)C1=C(C)N(C[C@@H]2CC[C@@H](Cc3ccc(-c4ccccc4)cc3)O2)C(=O)NC1c1ccc(Cl)cc1 (some centres not stated),43,24,24,19,-17,.,2,7,-16,12,5
Cc1csc(-c2coc3cc(O)cc(C)c3c2=O)n1,-52,7,-18,10,-126,1,-6,-169,19,-34,-180
O=C(COC(=O)/C=C/c1ccc([N+](=O)[O-])cc1)NNC(=O)c1ccccc1,-39,4,5,-8,-13,.,5,-12,-5,-2,0
COc1ccc(CCNc2cc(-c3ccccc3)nc3ncnn23)cc1,-13,4,-6,5,9,3,11,12,-4,16,3
NC(=NC(=O)c1ccc(OCC(F)(F)F)nc1)c1ccccc1,-26,-13,-8,-12,-1,2,1,-15,14,-27,-40
O=C(NCc1cccs1)c1ccc(-c2ccc(F)c(F)c2)c2ccoc12,-30,-15,-24,-8,-56,.,.,-102,5,5,-179
CSc1ccc(CN2CCN(C(C)C)C(CCO)C2)cc1 (configuration not stated),-4,12,-3,4,-14,4,13,15,4,-5,10
COc1ccc(C(=O)NCC(=O)N2CCC(C)CC2)cc1OC,1,7,0,-2,-16,1,-14,8,4,5,7
CN(C(=O)CSc1nncn1-c1ccccc1)c1ccccc1,-8,11,-13,2,-22,3,-12,5,11,0,17
CCCC(=O)Nc1cc(OC)c(NC(=O)NC2CCCCC2)cc1OC,-12,3,4,6,4,-1,-7,-35,22,-3,-23
COc1ccc2nc(NC(=O)CSc3nc(SC)ns3)sc2c1,7,53*,-48,-5,43,2,-2,-153,19,24,-145
COC(C(=O)Nc1ccc(S(=O)(=O)Nc2c(C)cccc2C)cc1)c1ccccc1 (configuration not stated),0,-12,-16,6,-5,-6,0,-8,-9,-22,33
Cc1ccc(NC(=O)CC(C)CC2=NS(=O)(=O)c3ccccc3N2)cc1 (configuration not stated),-14,17,-3,4,4,-1,.,-1,15,-9,1
CC1CCC2(CC1)NC(=O)N(CC(=O)NC(=O)NC1CCCC1)C2=O (configuration not stated),1,-5,1,14,-9,4,5,13,-6,-17,16

# Rewritten with two lines to a compound: part of the list above.
# Results follow in this order: CF NFkB block, TWEAK Fn14 block, Shn3 inh set2, C8 TRAIL sens, NR2E3 ag-1, NR2E3 ag-2, TRPM1 prom inh, Peg3 promoter, KKLEB cytotox, TROY NFkB inh, HIF-2a inh
- COc1ccc2nc(NC(=O)CSc3nc(SC)ns3)sc2c1
→ 7, 53*, -48, -5, 43, 2, -2, -153, 19, 24, -145
- COC(C(=O)Nc1ccc(S(=O)(=O)Nc2c(C)cccc2C)cc1)c1ccccc1 (configuration not stated)
→ 0, -12, -16, 6, -5, -6, 0, -8, -9, -22, 33
- Cc1ccc(NC(=O)CC(C)CC2=NS(=O)(=O)c3ccccc3N2)cc1 (configuration not stated)
→ -14, 17, -3, 4, 4, -1, ., -1, 15, -9, 1

# Further records follow:
SMILES,CF NFkB block,TWEAK Fn14 block,Shn3 inh set2,C8 TRAIL sens,NR2E3 ag-1,NR2E3 ag-2,TRPM1 prom inh,Peg3 promoter,KKLEB cytotox,TROY NFkB inh,HIF-2a inh
COCCN(C(=S)Nc1c(C)cccc1C)C(C)c1cccs1 (configuration not stated),-2,-5,-7,9,-32,-2,-1,16,-16,-22,17
CC1CCC(NC(=O)c2cc(S(=O)(=O)N3CCCCC3)c[nH]2)CC1 (configuration not stated),16,0,21,14,12,-2,13,12,0,9,11
COc1ccc(Cl)cc1S(=O)(=O)Nc1ccncc1,14,-2,-9,-1,10,3,1,8,1,9,19
Cc1cc(C(=O)Nc2ccccc2N2CCOCC2)c2ccccc2n1,-5,9,-11,-4,-14,0,-1,-4,10,-5,19
CC1(C)CC(=O)C=C(Nc2ccc(Cl)cc2)C1,-4,2,3,-7,3,1,-12,14,4,-4,13
COc1ccccc1C(C(=O)NC1CCCC1)N(C(=O)c1csnn1)C1CC1 (configuration not stated),-12,31,-50,-8,7,3,1,1,7,4,10
CCC(C)C(NC(=O)C(Cc1ccc(O)cc1)NC(=O)OCc1ccccc1)C(=O)OC (configuration not stated),-7,6,7,9,-3,.,.,0,4,5,-2
O=C(CCc1nc(-c2ccccc2F)no1)Nc1cccnc1,-6,23,11,-4,-11,2,13,3,-1,-20,-8
CCCS(=O)(=O)c1c(S(=O)(=O)CCC)c2ccc(C(C)=O)cn2c1C(=O)OC,14,-22,-4,-8,-4,-1,-3,0,-7,-4,2
O=C(NCCCN1CCCC1=O)C1CCN(S(=O)(=O)c2ccccc2)CC1,0,-7,-8,2,-8,-2,5,10,12,-6,3
Cc1c(Cc2ccccc2)c(=O)oc2c(C)c(OC(C)C(=O)NCC3CCC(C(=O)O)CC3)ccc12 (configuration not stated),13,16,5,7,9,0,-9,6,2,18,-11
CCCCN(C(=O)Cn1nnc2ccccc21)C(C(=O)NCc1ccco1)c1ccncc1 (configuration not stated),-2,19,10,-9,6,-2,16,15,-1,-7,9
Cc1ccc(NC(=O)N(CCCN2CCOCC2)Cc2cccnc2)cc1C,6,6,-9,4,-17,0,-15,8,-8,7,18
CCNC(=O)C1(C)CCN(Cc2noc(-c3c(C)noc3C)n2)C1 (configuration not stated),-21,21,4,-2,-16,.,.,10,3,-7,2
O=C1C(Cc2ccccc2)Nc2ncnc(N3CCCCC3)c2N1Cc1ccccc1 (configuration not stated),1,-5,8,-10,6,.,.,14,-14,-8,-3
CCOC(=O)N1CCN(S(=O)(=O)c2ccc3[nH]cc(C(=O)O)c(=O)c3c2)CC1,1,-2,-25,-1,4,3,-9,10,5,-14,16
CN(c1cccc(NC(=O)c2ccc(N(C)S(=O)(=O)c3ccccc3)cc2)c1)S(C)(=O)=O,-3,42,73,23,10,3,37,38,4,31,22
COc1cc(C(=O)N/N=C(\Cc2ncc[nH]2)c2ccccc2)cc(OC)c1OC,3,-17,12,5,-9,3,14,28,-1,32,21
COc1ccc2c(C)cc(N3CCN(Cc4ccccc4)CC3)nc2c1,1,-35,-3,-2,9,1,-8,1,-3,-2,1
CCCOc1ccccc1/C=N/NC(=O)C1CC1,-40,-3,-8,-9,-5,.,-6,15,16,8,-12
Cc1cc(C)n2nc(C)c(-c3ccc(Cl)cc3)c2n1,4,-6,-4,-3,-10,5,27,49,-16,0,12
CCOC(=O)N1CCN(C(=O)CSc2ccc(C(F)(F)F)cc2[N+](=O)[O-])CC1,17,-1,15,3,5,1,5,18,-7,13,15
CCN1C(=O)NC2=C(C(=O)c3ccccc32)C1c1ccccc1F (configuration not stated),-15,6,5,-4,11,-5,-4,21,2,4,11
O=C(NC1CCCCCCC1)c1ccccc1O,20,-22,-50,31,-130,1,-75,-232,-7,-51,-222
CCOc1ccc(CC2CC(=O)NC2=O)cc1 (configuration not stated),2,-6,-3,-4,-6,1,0,6,-3,-14,5
CC(C)(C)NC(=O)CN(C(=O)CNS(=O)(=O)c1ccc(Cl)cc1)c1ccc2c(c1)OCCO2,-16,39,-6,-4,6,1,6,4,7,7,9
Cc1ccc(NS(=O)(=O)Cc2ccccc2)nc1,-15,-4,-3,-9,-21,-1,-18,-44,12,-23,-61
O=C(COC(=O)CC1CCCCC1)Nc1c(Cl)cccc1Cl,17,-34,1,12,-37,3,-4,4,12,-15,8
Cc1ccc(S(=O)(=O)CS(=O)(=O)c2ccc(C)cc2)cc1,6,-19,-8,-12,19,.,-5,3,13,15,11
c1coc(-c2nc3ccccc3nc2-c2ccco2)c1,-11,36,3,8,-11,1,-5,-18,-6,-5,-54

# Printed as active in TWEAK Fn14 block, among the entries above:
canonical_smiles | CF NFkB block | TWEAK Fn14 block | Shn3 inh set2 | NR2E3 ag-1 | NR2E3 ag-2 | TRPM1 prom inh | Peg3 promoter | HIF-2a inh
COc1ccc2nc(NC(=O)CSc3nc(SC)ns3)sc2c1 | 7 | 53* | -48 | 43 | 2 | -2 | -153 | -145

# Next entries follow:
SMILES,CF NFkB block,TWEAK Fn14 block,Shn3 inh set2,C8 TRAIL sens,NR2E3 ag-1,NR2E3 ag-2,TRPM1 prom inh,Peg3 promoter,KKLEB cytotox,TROY NFkB inh,HIF-2a inh
O=C(Cn1cnc2c(nnn2Cc2ccccc2)c1=O)NCC1CCCO1 (configuration not stated),-7,-14,-10,1,-14,5,15,15,-3,-18,10
N/C(=N\OC(=O)COc1ccc(Br)cc1Cl)c1ccccn1,2,66*,-4,66*,-132,-2,-20,-183,-23,22,-56
Cc1ccccc1OCCC(=O)OCC(=O)N1CCN(S(=O)(=O)c2ccc(Cl)cc2)CC1,19,1,-3,6,-40,-5,3,4,-8,8,14
Cc1ccc2c(C(=O)CCl)c(C)[nH]c2c1,78*,25,-20,17,10,1,69*,50,-32,27,0
O=S(=O)(NCCc1ccc(F)cc1)c1cc(C(F)(F)F)ccc1Br,-5,12,10,-1,16,.,-7,9,6,4,-2
Cc1cc(C(=O)CN2CCCC(C)C2)c(C)n1-c1ccc(F)cc1 (configuration not stated),0,2,-64,10,-7,2,-33,-216,2,8,-167
CCCS(=O)(=O)N1CCCC(C(=O)NCCCN2CCN(c3cccc(Cl)c3)CC2)C1 (configuration not stated),-17,9,17,-6,19,.,16,10,-3,7,4
CCCC(C)NC(=O)COc1ccc(S(=O)(=O)N2CCCC2)cc1 (configuration not stated),-16,14,-7,-9,6,0,-4,16,6,1,8
O=C(O)c1ccc(NS(=O)(=O)c2cccc3nsnc23)cc1,-6,11,0,2,-39,2,7,14,2,4,14
O=S(=O)(c1ccccc1)N1CCN(c2nnc(-c3ccccc3)c3ccccc23)CC1,4,21,17,3,-6,-3,7,9,-1,21,29
COC(=O)CN(Cc1ccccc1)S(=O)(=O)c1ccc(OC)c(OC)c1,-10,-16,18,-14,-13,1,-7,7,-9,-4,-8
COc1ccc(OC)c(S(=O)(=O)NCc2csc(-c3ccccc3)n2)c1,8,14,5,-4,-3,2,3,-6,-9,5,14
COc1cccc(/C=N/N=C(\N)c2nonc2N)c1O,0,2,-48,14,-66,3,-66,-221,-8,-68,-237
COc1ccc(C(=O)NCC(=O)OC2CCCCC2=O)cc1 (configuration not stated),4,-9,-3,-7,-27,-2,-10,-1,-2,-4,13
Clc1ccc(OCc2nn3c(-c4ccccc4)nnc3s2)c(Cl)c1,-2,-7,-4,11,-37,1,-17,12,-5,-22,7
O=C(CNC(=O)c1ccc(Br)o1)NCC1CCCO1 (configuration not stated),18,-2,1,-12,-35,1,2,-5,-10,8,24

# From PubChem

# An excerpt. The share of hits here may be higher or lower than overall.
